V1aR counter: agonists of human V1a receptor, primary screen, counter-screen for OXTR agonist project, fluorescence, CHO-V1R cells. AID 2797, 2010. activation, % at 3 µM. Fluo-8 calcium fluorescence, agonist mode; 0% DMSO, 100% 3 nM vasopressin. 320,000 tested, 0.25% active. Vasopressin V1a receptor (Homo sapiens), P37288;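 active means activation above the mean activation of all tested compounds plus 3 SD, per screening run, cut at about 20% in these data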;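 further: signal is peak over basal fluorescence ratio across a 100 second FLIPR read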
Target sequence (P37288 whole entry, looked up): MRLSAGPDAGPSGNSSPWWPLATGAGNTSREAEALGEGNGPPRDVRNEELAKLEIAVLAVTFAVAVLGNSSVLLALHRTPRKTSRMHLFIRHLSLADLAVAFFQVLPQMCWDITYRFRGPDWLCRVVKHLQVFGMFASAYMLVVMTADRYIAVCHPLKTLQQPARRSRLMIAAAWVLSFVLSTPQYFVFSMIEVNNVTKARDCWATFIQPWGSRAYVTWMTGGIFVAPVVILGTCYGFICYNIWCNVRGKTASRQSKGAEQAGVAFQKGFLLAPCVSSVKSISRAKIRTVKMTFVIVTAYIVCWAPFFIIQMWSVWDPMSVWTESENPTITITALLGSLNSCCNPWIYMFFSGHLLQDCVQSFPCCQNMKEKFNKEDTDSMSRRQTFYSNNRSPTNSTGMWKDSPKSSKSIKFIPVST
CHO parental Ca: ATP-evoked calcium signal inhibitors, parental CHO, primary screen, counter-screen for OX1R antagonist project, cell-based, fluorescence, Fluo-8 calcium dye; 330,000 tested, 0.63% active; parental CHO-K1, ATP-induced calcium, Fluo-8 fluorescence; inhibition, % at 5.6 µM;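 active means inhibition above that plate's mean sample inhibition plus 3 SD, cut at about 26% in these data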;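 further: 0% = ATP-challenged DMSO wells and 100% = DMSO wells without ATP; some compounds past the cut are filed as inactive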
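Material: parental CHO cells / Compound: single nominal dose of 5.6 µM per compound / Signal: Fluo-8 fluorescence / Replicates: singlicate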
OXTR ag: human OXTR agonists, primary screen, fluorescence, CHO-OTR cells, Fluo-8 calcium. Fluo-8 calcium fluorescence; normalized: DMSO 0%, oxytocin 100%. activation, % at 3 µM. 320,000 tested, 0.32% active. AID 2435, 2010;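 active means activation above the mean of all tested compounds plus 3 SD, cutoff set per screening run, cut at about 20% in these data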;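 further: peak over basal fluorescence ratio from a 100 s FLIPR kinetic read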
TAAR1 antag: human TAAR1 antagonists, primary screen, Fluo-8 calcium fluorescence, CHO RD-HGA16 cells; 360,000 tested, 1.5% active; inhibition, % at 3 µM; antagonist; Trace amine-associated receptor 1 (Homo sapiens), Q96RJ0;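 active means inhibition above a per-plate cutoff, the mean inhibition of test compounds on that plate plus 3 SD, cut at about 49% in these data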;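 further: 0% = DMSO plus EC80 beta-PEA response and 100% = DMSO alone without agonist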
Target sequence (Q96RJ0 whole entry, looked up): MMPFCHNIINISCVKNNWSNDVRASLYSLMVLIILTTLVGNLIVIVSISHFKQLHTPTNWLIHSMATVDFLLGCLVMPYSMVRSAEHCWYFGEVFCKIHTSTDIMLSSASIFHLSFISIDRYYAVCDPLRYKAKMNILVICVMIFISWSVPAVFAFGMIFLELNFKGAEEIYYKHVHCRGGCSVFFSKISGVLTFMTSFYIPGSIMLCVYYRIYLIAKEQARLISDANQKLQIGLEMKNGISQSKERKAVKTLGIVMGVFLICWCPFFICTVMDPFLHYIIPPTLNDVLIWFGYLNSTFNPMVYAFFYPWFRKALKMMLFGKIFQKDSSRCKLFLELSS
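Test system – hTAAR1-expressing CHO RD-HGA16 cells, Gα16-coupled · Also added – β-PEA at EC80 concentration, post-compound challenge · Compound – 3 µM, single point · Incubation – dye loading 75 min at 37 °C, then 30 min room temperature · Measured by – Fluo-8 intracellular calcium dye fluorescence, real-time kinetic reads · Benchmarks – vehicle and agonist controls · Replicates – singlicate, one well per test compound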
TAAR1 ag: human TAAR1 agonists, primary screen, Fluo-8 calcium fluorescence, CHO RD-HGA16 cells; activation, % at 3 µM; vehicle wells 0%, saturating PEA agonist 100%; Trace amine-associated receptor 1 (Homo sapiens), Q96RJ0; 360,000 tested, 0.99% active;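 active means activation above the mean activation of all test compounds in the run plus 3 SD, cut at about 38% in these data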
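Repeats: no replicates (n 1) | Material: CHO-derived RD-HGA16 cells with stable Gα16 and human TAAR1 | Technique: Kinetic Fluo-8 calcium fluorescence | Schedule: 17-24 h seeding, 75 min 37 °C dye, 30 min RT | Evaluation: % activation from peak over basal fluorescence ratio, DMSO-to-PEA scaled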
OXTR potentiator: human OXTR potentiators, primary screen, fluorescence, CHO-OTR cells, Fluo-8 calcium | 320,000 tested, 0.061% active | Fluo-8 calcium fluorescence, potentiator mode; 0% = oxytocin EC15, 100% = EC100 | AID 2445, 2010 | Oxytocin receptor (Homo sapiens), P30559 | activation, % at 3 µM;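 active means activation above that plate's cutoff, the mean activation of tested compounds plus 3 SD, cut at about 6.6% in these data, passing the limit was not always enough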;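 further: 100% uses oxytocin at 75 nM as the full agonist control; some results filed as inactive read as strong as hits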
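Material: human OTR in CHO cells. Compound: 3.0 µM, one dose. Timing: compound 6 min at room temperature before oxytocin, 100 s read. Evaluation: % activation of max/min ratio relative to oxytocin controls. Replication: single well per compound, singlicate. Signal: Fluo-8 calcium dye fluorescence.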
CHRM1 agonist: human M1 muscarinic receptor agonists, primary screen, Fluo-8 calcium fluorescence, CHO-K1 cells, HTS; Muscarinic acetylcholine receptor M1 (Homo sapiens), P11229; CHO-K1 hM1, agonist mode; 0% DMSO, 100% acetylcholine EC100; activation, % at 3 µM; 360,000 tested, 0.33% active; AID 588814, 2011;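 active means activation above the run's mean compound activation plus 3 SD, cut at about 16% in these data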;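 further: peak over basal fluorescence ratio within a 140 s kinetic read after compound addition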
M1 PAM: human M1 muscarinic receptor positive allosteric modulators, primary screen, CHO-K1 cells, Fluo-8 calcium fluorescence, 1536-well. Muscarinic acetylcholine receptor M1 (Homo sapiens), P11229. 360,000 tested, 0.088% active. AID 588819, 2011. CHO-K1 hM1, ACh EC20; 0% = ACh EC20, 100% = maximal ACh. activation, % at 3 µM; in the data active means activation above about 19%, passing the limit was not always enough
CHRM1 antagonist: human M1 muscarinic receptor antagonists, primary screen, CHO-K1 cells, Fluo-8 calcium fluorescence, 1536-well. Muscarinic acetylcholine receptor M1 (Homo sapiens), P11229. CHO-K1 hM1, ACh EC80 antagonist. inhibition, % at 3 µM. 360,000 tested, 1.3% active;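 active means percent inhibition above its own plate's cutoff, namely the mean of that plate's compound wells plus 3 SD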;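 further: peak over basal fluorescence ratio during 140 s after agonist addition; 0% = ACh EC80 plus DMSO and 100% = DMSO alone without agonist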
The depositor's hits bear a star; nt = no result given.

SMILES	V1aR counter	CHO parental Ca	OXTR ag	TAAR1 antag	TAAR1 ag	OXTR potentiator	CHRM1 agonist	M1 PAM	CHRM1 antagonist
O=C(c1c(F)cccc1Cl)N(Cc1ccco1)C1CCS(=O)(=O)C1 (configuration not stated)	nt	nt	nt	-3	4	nt	-2	6	-11
COCCn1c(SCC(=O)NC2CCCC2)nnc1C(C)C	0.0	-4	0.4	-9	1	2	-3	4	0
CCc1ccc(C(=O)Nc2ccc3c(c2)n(C)c(=O)n3C)cc1	-0.5	-14	-1.4	12	-1	-4	-2	19	-17
COc1ccc([C@@H]2Sc3cc(OC)ccc3N(CCN(C(C)C)C(C)C)C(=O)[C@H]2OC(C)=O)cc1	0.8	-15	1.7	3	14	-3	-6	-9	2
Cc1ccc(-c2nnc(SCC(=O)N3CCCC3)o2)cc1C	3.0	22	0.6	-23	5	-14	-2	3	-28
Cc1ccc(C2CC(=O)NC(SCC(N)=O)=C2C#N)s1 (configuration not stated)	0.7	1	1.3	4	0	3	0	11	3
Cc1cc(-c2ccccc2)nc2oc(C(=O)NN)c(N)c12	-1.4	-31	-1.7	-9	0	-8	-4	4	-12
CCOC(=O)C1CCCN(C(=O)c2[nH]c3ccc(OC)cc3c2C)C1 (configuration not stated)	0.3	-2	2.3	-16	5	2	1	7	-9
CC1CCCCC1NC(=O)COc1ncnc2sccc12 (configuration not stated)	1.8	2	1.8	-2	0	0	1	10	-6
O=C(COc1ccc2ccccc2c1)NNC(=O)Nc1ccccc1F	3.8	-9	-0.2	-6	1	-2	-2	-1	3
CN(C(=O)c1cccc(NC(=O)C2CCCN(C(=O)OC(C)(C)C)C2)c1)C1CCCC1 (configuration not stated)	1.7	-29	1.7	20	7	-5	1	9	-1
CCCOc1ccc(CSc2n[nH]c(C)n2)cc1	2.6	-18	0.7	2	9	0	-1	4	-16
CC(=O)c1c(C)[nH]c(C(=O)Nc2ccc(C)cc2Br)c1C	0.7	-14	-1.8	-1	7	-12	-4	2	-12
CC(C)(C)c1ccc(/C=C(\C#N)C(=O)NC2CC2)cc1	0.0	-15	-1.1	-35	0	-4	-2	15	-11
Cc1nn(-c2ccc(Cl)cc2)c(N)c1C(O)(CSc1nccn1C)C(F)(F)F (configuration not stated)	-1.4	-3	-2.1	7	-1	2	1	14	-18
COc1ccccc1CNC(=O)COC(=O)Cc1cccc(F)c1	-0.8	-9	-0.1	6	4	2	-3	-1	7
O=C(CCc1c[nH]c2ccccc12)N1CCN(c2ccc(F)cc2)CC1	1.2	-19	1.0	6	1	-10	-2	4	-5
O=C(CN1CCN(C(=O)c2ccco2)CC1)N1CCc2[nH]c3ccccc3c2C1	0.4	-13	0.2	nt	nt	-6	nt	nt	nt
CCc1ccc([C@@H]2CC=C(C(=O)O)[C@H](c3ccc(Br)cc3)N2S(=O)(=O)c2ccc(C)cc2)cc1	2.0	-3	1.8	3	2	-7	-1	-2	-3
COC(=O)c1ccc(C2C(Oc3ccccc3)C(=O)N2CCc2ccc(F)cc2)cc1 (configuration not stated)	3.1	-9	0.7	10	8	-6	-7	-7	9
CCOc1ccc(C2C(C#N)=C(N)Oc3cc(C)[nH]c(=O)c32)cc1OC (configuration not stated)	0.7	-5	0.7	-1	3	2	3	7	-27
O=C(COC(=O)Cc1ccsc1)Nc1ccc(F)cc1Cl	-0.9	-7	-1.6	1	1	-5	-3	1	1
Cc1ccnc(NC(=O)Nc2ccc3c(c2)N(C)C(=O)CS3)c1	0.1	-8	-1.5	19	14	-4	-6	-2	2
NC(=O)Cc1nc(-c2ccc(F)cc2)cs1	-1.2	0	-1.1	8	9	-1	-2	3	-1
COc1ccc(NC(=O)CSc2nc3c(c(=O)n(C)c(=O)n3C)n2C)c(OC)c1	0.1	-13	0.0	-22	4	1	3	17	-6
COc1cccc2sc(Nc3nc(C)c(C(C)=O)s3)nc12	-0.9	-16	-1.7	-11	0	-14	-2	4	3
O=C(CCN1CCCCC1)c1cccc(Cl)c1	nt	nt	nt	-2	12	nt	-1	3	-10
Cc1cccc(N2CCN(c3ccc(N4C(=O)CCCC4=O)cc3[N+](=O)[O-])CC2C)c1 (configuration not stated)	5.7	-2	4.3	-2	2	-3	-6	4	-7
CCCCCCCCS(=O)CCC(=O)O (configuration not stated)	1.4	-13	0.5	12	0	-17	-1	-9	12
CC1(C)CC(=O)C2=C(C1)NC(Nc1nc3ccccc3o1)=NC21CCCCC1	-0.8	-1	-0.4	4	1	-5	-4	5	-1
O=C(CCNS(=O)(=O)c1cccs1)N1CCN(c2ccc(F)cc2)CC1	0.8	6	-0.6	6	1	-13	-5	-3	5
Cc1ccc(-c2csc(Nc3ccc(S(N)(=O)=O)cc3)n2)o1	0.1	-11	0.0	-5	10	-7	-8	-1	4
FC(F)(F)c1cccc(Cn2nnnc2-c2cccc(C(F)(F)F)c2)c1	0.6	-19	0.5	41	2	-6	-5	-8	4
Cc1ccc(C2(c3ccccc3)NC(=O)N(CC(=O)NC3CCCCC3)C2=O)cc1C (configuration not stated)	nt	nt	nt	-10	-1	nt	-9	8	-20
COc1c(CC=C(C)C)c(O)cc2oc(=O)c3c4ccc(O)cc4oc3c12	-0.3	-10	-0.9	nt	nt	-6	0	-2	0
CCOC(=O)CSCC(NC(=O)OC(C)(C)C)C(=O)OCC (configuration not stated)	-0.1	-2	-0.3	-13	12	-19	0	4	-37
Cc1cc2nc(C)c(=O)n(C)c2cc1C	0.9	-12	1.2	-18	3	8	-6	10	-13
C[C@H]1CN([C@@H](C)CO)C(=O)CCCn2cc(nn2)CO[C@@H]1CN(C)C(=O)c1ccc(N2CCN(C)CC2)cc1	nt	nt	nt	-7	2	nt	-12	-8	13
CCN1CCc2c(OCC(=O)N3CCc4ccccc43)cccc2C1=O	0.4	-8	0.2	8	5	-7	nt	nt	nt
Cn1cnc2ncnc(Oc3ccc(Br)cc3)c21	nt	nt	nt	14	0	nt	0	2	-6
COc1ccc(/C=C2\C(=O)NC(=O)c3ccccc32)cc1OC	nt	nt	nt	-18	6	nt	-1	3	-14
Cc1ccc(NC(=O)c2cc(N3C(=O)C=CC3=O)ccc2N2CCOCC2)cc1	nt	nt	nt	9	22	nt	0	4	-4
CCOC(=O)C/C(C)=N/NC(=O)c1cccs1	0.1	-8	-1.2	nt	nt	0	-2	7	-4
O=C(NCCNC(=O)C(F)(F)F)c1ccncc1	0.0	-1	0.4	0	18	0	-1	10	-7
COc1ccc(-n2c(C)cc(=O)c3c2CC(C)(C)CC3=O)cc1	0.3	-13	0.2	-3	10	-13	-4	17	-10
CN(Cc1ccccn1)C(=O)CC1C(=O)NCCN1Cc1ccc(F)cc1Cl (configuration not stated)	0.5	-6	1.0	-17	3	-3	-3	5	-11
N=C1/C(=C\c2coc3ccc(O)cc3c2=O)C(=O)N=C2SC=CN12	42*	21	47*	41	48*	-26	25*	-12	21
COc1ccccc1CNS(=O)(=O)c1ccc(-c2cnc(C3CC3)o2)cc1	8.5	5	7.1	29	3	-14	1	-8	1
COc1ccc(-c2nsc3c(N4CCN(C(=O)c5ccco5)CC4)ncnc23)cc1	2.4	-15	1.8	-5	6	-3	-2	8	-6
O=C(NCc1cccs1)C1CCCN1S(=O)(=O)c1ccccc1F (configuration not stated)	0.0	-22	-0.5	-16	3	-11	-3	-2	3
O=S(=O)(NCc1cccs1)c1ccc(Cl)s1	-0.9	-10	-1.4	2	0	-7	3	12	7
Cc1cc(C(=O)NC2CCCc3ccccc32)ccc1[N+](=O)[O-] (configuration not stated)	2.1	-9	-1.1	10	-5	2	-5	-11	5
CCc1ccc(CN(C)C(=O)c2ccc3c(=O)n4c(nc3c2)CCC4)cc1	2.4	-13	-0.5	-3	1	-5	-5	4	-10
CCN(CC)c1ccc(NC(=O)CCCOc2cccc(C)c2)cc1	nt	nt	nt	-11	12	nt	-14	-24	7
CC(Oc1ccc2c(-c3ccccc3)cc(=O)oc2c1)C(=O)N[C@H](Cc1c[nH]c2ccccc12)C(=O)O (some centres not stated)	-0.8	-3	-1.6	-4	2	-2	0	11	-17
C#CCOCCOCCOCCNc1nc(N2CCN(C(=O)Cn3cc(CCCN=C(N)N)nn3)CC2)nc(N2CCN(C(=O)[C@H](C)n3cc(CCCN=C(N)N)nn3)CC2)n1	0.5	4	-0.1	2	7	2	-10	5	-6
COc1ccc(Cn2ccc(=O)c(Cc3c(Cl)cccc3Cl)c2C)cc1	2.0	-13	2.9	2	4	-12	-4	5	-6
COc1cccc(N(CC(=O)NC2CCCCC2)C(=O)c2snc(C(N)=O)c2N)c1	-0.2	-20	0.0	13	-3	-4	-4	9	-9
CCOC(=O)/C(=C/C=C/c1ccccc1)NC(=O)c1ccccc1	-1.1	-15	-2.1	12	2	-12	-8	3	1
COc1ccccc1NC(=O)Oc1cccc(OC(=O)c2ccccc2)c1	1.0	-16	-0.1	12	-3	8	1	18	-11
CCOc1ccccc1C(c1c(O)nc(SC)[nH]c1=O)c1c(O)nc(SC)[nH]c1=O	0.4	-13	0.5	-24	2	-2	-4	15	-20

Full records as entered above. Order of screens: V1aR counter, CHO parental Ca, OXTR ag, TAAR1 antag, TAAR1 ag, OXTR potentiator, CHRM1 agonist, M1 PAM, CHRM1 antagonist
COc1ccc(-n2c(C)cc(=O)c3c2CC(C)(C)CC3=O)cc1 is entered as 0.3, -13, 0.2, -3, 10, -13, -4, 17, -10
COc1ccccc1NC(=O)Oc1cccc(OC(=O)c2ccccc2)c1 is entered as 1.0, -16, -0.1, 12, -3, 8, 1, 18, -11
Cc1cc(C(=O)NC2CCCc3ccccc32)ccc1[N+](=O)[O-] (configuration not stated) is entered as 2.1, -9, -1.1, 10, -5, 2, -5, -11, 5

Entries listed above shown as hits in CHRM1 agonist:
| SMILES | TAAR1 antag | OXTR potentiator | CHRM1 agonist | M1 PAM | CHRM1 antagonist |
| --- | --- | --- | --- | --- | --- |
| N=C1/C(=C\c2coc3ccc(O)cc3c2=O)C(=O)N=C2SC=CN12 | 41 | -26 | 25* | -12 | 21 |
